Compound activity from PubChem BioAssay.
PrPC surface inh: inhibitors of human cell surface prion protein PrPC, primary screen, cell-based, TR-FRET; TR-FRET read-out; inhibition, % at 13.8 µM; 0.43% of 370,000 active; AID 720596, 2013; in the data active = inhibition above about 24%; note: 0% = median of the test wells and 100% = reference compound wells
Mtb BioA inh: M. tuberculosis BioA enzyme inhibitors, primary screen, biochemical, plate reader, single point, HTS; 7,8-diaminopelargonic acid synthase BioA (Mycobacterium tuberculosis); purified M. tuberculosis BioA enzyme; inhibition, % at 9.99 µM; 0.096% of 360,000 active; AID 602481, 2012; in the data active = inhibition above about 40%; inconclusive = no clear call, values can overlap the other calls
MazEF act: activators of E. coli MazEF toxin-antitoxin RNase, primary screen, biochemical, fluorescence, uHTS; Endoribonuclease toxin MazF (Escherichia coli (strain K12)), P0AE70; FAM/BHQ RNA-DNA oligo cleavage fluorescence, 5 h; activation, % at 20 µM; 0.32% of 350,000 active; AID 504720, 2011; in the data active = activation above about 50%
Target sequence (P0AE70 whole entry, looked up): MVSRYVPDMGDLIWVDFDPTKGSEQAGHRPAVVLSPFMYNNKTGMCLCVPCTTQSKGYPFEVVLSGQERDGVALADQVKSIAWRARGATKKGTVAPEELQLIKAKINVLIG
Rv3671c protease: Rv3671c serine protease inhibitors, primary screen, biochemical, fluorescence polarization, M. tuberculosis H37Rv; P9WHR9; inhibition, % at 5.96 µM; 0.048% of 320,000 active; in the data active = inhibition above about 38%;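 note: extracellular domain of Rv3671c used as enzyme; 0% = enzyme with DMSO and 100% = no enzyme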
Target sequence (P9WHR9 whole entry, looked up, the tested form may be a part): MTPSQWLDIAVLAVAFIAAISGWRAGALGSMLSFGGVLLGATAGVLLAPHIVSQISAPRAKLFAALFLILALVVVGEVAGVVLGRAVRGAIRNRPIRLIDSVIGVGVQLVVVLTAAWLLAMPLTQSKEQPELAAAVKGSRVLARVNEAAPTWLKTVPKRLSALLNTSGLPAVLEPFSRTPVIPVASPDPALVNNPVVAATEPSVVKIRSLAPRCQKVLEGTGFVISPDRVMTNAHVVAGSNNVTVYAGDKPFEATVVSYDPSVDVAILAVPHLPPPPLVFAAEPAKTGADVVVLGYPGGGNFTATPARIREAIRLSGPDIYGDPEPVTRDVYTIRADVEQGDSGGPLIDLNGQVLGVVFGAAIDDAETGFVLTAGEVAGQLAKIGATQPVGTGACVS
Mtb FBA inh: Mtb FBA enzyme inhibitors, primary screen, biochemical, fluorescence, strain H37Rv; Fructose-bisphosphate aldolase (Mycobacterium tuberculosis (strain ATCC 25618 / H37Rv)), …; purified M. tuberculosis FBA, fluorescence read-out; inhibition, % at 1 µM; 2.3% of 360,000 active; AID 588726, 2011; in the data active = inhibition above about 27%;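 note: 0% = vehicle and 100% = reference inhibitor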
GDH-TPI counter: GDH-TPI coupling enzyme inhibitors, primary screen, artefact control for M. tuberculosis FBA inhibitor project, biochemical, absorbance, full deck; GDH-TPI coupled enzyme counterscreen, NADH absorbance; inhibition, % at 4.8 µM; 1.2% of 360,000 active; in the data active = inhibition above about 30%;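 note: 0% = DMSO wells and 100% = wells lacking the enzyme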
Mtb UGM inh: M. tuberculosis UGM enzyme inhibitors, primary screen, biochemical, fluorescence polarization, single point; 0.06% of 320,000 active; AID 504406, 2011; inhibition, % at 10 µM; purified UGM, fluorescence polarization probe displacement; in the data active = inhibition above about 10%, passing the limit was not always enough; inconclusive = no clear call, values can overlap the other calls
Target sequence (P9WIQ1 whole entry, looked up): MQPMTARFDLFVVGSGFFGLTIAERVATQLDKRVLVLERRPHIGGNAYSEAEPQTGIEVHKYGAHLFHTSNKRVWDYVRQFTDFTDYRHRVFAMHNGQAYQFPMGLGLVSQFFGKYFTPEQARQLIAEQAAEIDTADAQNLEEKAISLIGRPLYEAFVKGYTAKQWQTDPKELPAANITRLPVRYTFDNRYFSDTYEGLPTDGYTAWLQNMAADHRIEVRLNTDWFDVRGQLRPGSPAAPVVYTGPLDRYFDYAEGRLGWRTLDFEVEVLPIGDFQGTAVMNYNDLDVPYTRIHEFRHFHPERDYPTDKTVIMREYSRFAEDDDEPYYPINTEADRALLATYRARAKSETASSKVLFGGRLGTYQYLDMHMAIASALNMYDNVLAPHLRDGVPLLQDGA
FadD28 FP inh: inhibitors of FadD28 bisubstrate probe binding, primary screen, biochemical, fluorescence polarization, single point; inhibition, % at 12.5 µM; 0.22% of 360,000 active; in the data active = inhibition above about 8.5%, passing the limit was not always enough; inconclusive = no clear call, values can overlap the other calls
BoNT-F LC inh: BoNT/F light chain protease inhibitors, primary screen, biochemical, flow cytometry, MLPCN library. Multiplex microsphere protease cleavage assay. AID 588497, 2011. Botulinum neurotoxin type F light chain protease (Clostridium botulinum). inhibition, % at 10 µM. 0.22% of 360,000 active; in the data active = inhibition above about 35%, passing the limit was not always enough; inconclusive = no clear call, values can overlap the other calls; note: plate controls were buffer without enzyme for full effect and enzyme alone for no effect
Active calls of the source: *; ? = inconclusive; nt = not tested or not shown.

SMILES | PrPC surface inh | Mtb BioA inh | MazEF act | Rv3671c protease | Mtb FBA inh | GDH-TPI counter | Mtb UGM inh | FadD28 FP inh | BoNT-F LC inh
Cc1ccc(NC(=O)C(C)OC(=O)COc2cccc(C(F)(F)F)c2)cc1 (stereo unspecified) | 6 | -0.9 | 5 | -1 | -1 | -1 | 2.8 | -4.3 | 0
Cc1ccc(S(=O)(=O)N(C)CC(=O)OCC(=O)NCCc2ccc(S(N)(=O)=O)cc2)cc1 | 3 | nt | 1 | 7 | 0 | 0 | 0.5 | -0.7 | 2
Cn1c(O)c(/C=N/N2CCOCC2)c(=O)n(-c2ccccc2)c1=S | -1 | -1.0 | -4 | 8 | 0 | 35* | -0.1 | -2.0 | nt
O=C1OCc2cc(NC(=O)C3CCCCC3)ccc21 | 6 | 7.6 | -1 | -5 | -1 | -4 | -0.3 | -5.5 | -2
COc1ccc(C(=O)CCS(=O)(=O)c2ccc(C)cc2)cc1OC | 1 | 1.3 | -1 | 1 | 0 | 8 | 2.9 | -1.2 | 2
Cc1nc2ncnn2c(N2CCN(c3cccc(C(F)(F)F)c3)CC2)c1C | 20 | 1.5 | 0 | -12 | -1 | 7 | -2.7 | -7.0 | 1
O=C(Nc1c2c(nn1-c1ccccc1)CS(=O)(=O)C2)c1ccccc1Br | -4 | -0.4 | 4 | 6 | -2 | 1 | 0.9 | -5.7 | 4
O=C(N/N=C/c1ccc(N2CCOCC2)o1)c1cccc(F)c1 | -6 | nt | 6 | 0 | -3 | 2 | 2.1 | -0.7 | -3
Cc1cccc(N2CCN(C(c3ccc(N(C)C)cc3)c3nnnn3C(C)(C)C)CC2)c1C (stereo unspecified) | 2 | -1.0 | 6 | 10 | 6 | -3 | -0.6 | 0.1 | -14
Cc1cc(C)c(S(=O)(=O)N2CCCC(C(=O)N3CCOCC3)C2)c(C)c1 (stereo unspecified) | 8 | 1.8 | -1 | 1 | 0 | -8 | -1.3 | -3.0 | 2
CCC(CC)COC(=O)C1=C(C)NC(=O)NC1c1cccc([N+](=O)[O-])c1 (stereo unspecified) | -1 | 1.0 | -9 | -7 | 1 | 16 | 1.2 | -0.4 | 4
COc1ccc(/C=C/C(=O)NC2CCCCCC2)cc1S(=O)(=O)N1CCOCC1 | 0 | nt | 3 | 8 | -6 | -2 | 3.7 | 1.3 | -3
CCOC(=O)C1=C(COC(=O)Cc2ccccc2F)NC(=O)NC1C (stereo unspecified) | -2 | -0.6 | -2 | -2 | 1 | -1 | -2.2 | -2.9 | -4
COC(=O)c1ccc(C(=O)NC(=S)Nc2nc3c(s2)CC(C)CC3)cc1 (stereo unspecified) | -6 | nt | 37 | -2 | 3 | 3 | 4.8 | -3.6 | -2
c1cnc(N2CCN(c3ccc4ccccc4n3)CC2)nc1 | 1 | -0.8 | 2 | 1 | 3 | 10 | -0.9 | 0.1 | -3
O=C(CNS(=O)(=O)c1ccc2c(c1)OCCCO2)N1CCN(Cc2ccccc2)CC1 | 6 | -1.3 | 6 | 2 | 2 | 6 | -3.4 | -2.6 | -5
COc1ccc(S(=O)(=O)N2CCN(C(C)C(=O)Nc3ccc(C(C)C)cc3)CC2)cc1 (stereo unspecified) | 9 | -0.1 | -9 | -1 | 0 | 5 | 2.5 | -0.8 | -6
NC(=O)c1c(NC(=O)c2ccccc2C(=O)O)sc2c1CCCC2 | 0 | -0.3 | 4 | 5 | -3 | 2 | 0.8 | -1.1 | ?
COc1cc(C2Nc3ccccc3C(=O)N2NS(C)(=O)=O)c([N+](=O)[O-])cc1OC (stereo unspecified) | 2 | -1.9 | 1 | 0 | 1 | 9 | 0.1 | -2.8 | -5
CC(=O)N1CCc2cc(S(=O)(=O)NCCC(=O)Nc3cc(C)cc(C)c3)ccc21 | 2 | 1.6 | 4 | -9 | 6 | 2 | 0.8 | -1.9 | -8
CC1(C(=O)Nc2ccc(F)cc2F)CCN1C(=O)Cc1ccc(Cl)cc1Cl (stereo unspecified) | -5 | -0.1 | nt | nt | 0 | 11 | nt | -2.7 | -1
O=C(CCCN1C(=O)c2cccnc2C1=O)Nc1ccccc1F | -6 | nt | -5 | -1 | -5 | 6 | -1.6 | -4.2 | -4
Cn1c(Cn2c(=O)sc3ccccc32)nnc1SCC(=O)N1CCCC1 | -8 | -1.7 | 4 | -5 | 4 | 11 | 1.0 | -2.6 | -9
O=C(CN1C(=O)S/C(=C/c2cccs2)C1=O)N1CCCC1 | -9 | -0.6 | 0 | -10 | -1 | 21 | 1.0 | -0.7 | nt
C/C(=N/Nc1nc(C)cc(-c2ccccc2)n1)c1ccco1 | -6 | -1.8 | -6 | -3 | 4 | 28 | 5.0 | 2.7 | -22
Cc1cc(NC(=O)CCC(=O)N(c2ccccc2)C(C)C(=O)NC2CCCC2)no1 (stereo unspecified) | -1 | -0.5 | 1 | 2 | -3 | -2 | -1.0 | -3.7 | -2
Cc1cc(=O)c(C(=O)Nc2ccc(N3CCOCC3)cc2N2CCOCC2)nn1-c1ccccc1Cl | -5 | -0.7 | 11 | 8 | 1 | 6 | 0.7 | -4.0 | -4
COc1cc(-c2cc(=O)c3c(O)c(OC)c(OC)cc3o2)cc(OC)c1O | 0 | 0.1 | -9 | 5 | -2 | 12 | 0.2 | 0.5 | -14
CCOC(=O)C1=C(N)OC(C)=C(C(=O)OCCOC)C12C(=O)Nc1ccccc12 (stereo unspecified) | -1 | 1.2 | 2 | -1 | 0 | 1 | -0.3 | -0.7 | -7
CC(C)CN(C(=O)COC(=O)COc1ccc2ccccc2c1)c1c(N)n(Cc2ccccc2)c(=O)[nH]c1=O | 9 | -0.5 | 1 | -2 | -1 | 0 | 3.3 | -2.6 | 4
COc1ccc(CC(N)c2csc(NC(=O)c3cc(C(C)(C)C)oc3C)n2)cc1 (stereo unspecified) | 2 | -3.0 | nt | nt | 1 | 8 | nt | -1.1 | -27
COc1ccc(N2C(=O)CC(N3CCC(n4c(=O)[nH]c5ccccc54)CC3)C2=O)cc1 (stereo unspecified) | -1 | nt | 0 | 7 | 0 | -3 | 2.3 | -2.6 | 4
Cc1ccc(C(=O)CC(=O)c2ccc(C(C)(C)C)cc2)cc1 | 5 | -0.7 | 0 | 1 | 0 | 10 | 0.6 | -1.9 | -6
O=C(CCN1C(=O)/C(=C/c2cccs2)SC1=S)Nc1ccccc1O | -11 | -1.8 | 38 | -5 | -3 | 3 | 0.0 | -1.8 | 2
O=C(NCc1ccccc1CN1CCCC1)C1CCN(C(=O)c2ccc(F)cc2)CC1 | 4 | 1.4 | 0 | 5 | -3 | -2 | nt | -1.2 | -12
NS(=O)(=O)c1ccc(CCNC(=O)CNC(=O)c2ccc(F)cc2)cc1 | -3 | -0.9 | 8 | -5 | 1 | -4 | -6.4 | nt | -3

By substructure: those above containing a Cl atom.
SMILES | PrPC surface inh | Mtb BioA inh | MazEF act | Rv3671c protease | Mtb FBA inh | GDH-TPI counter | Mtb UGM inh | FadD28 FP inh | BoNT-F LC inh
CC1(C(=O)Nc2ccc(F)cc2F)CCN1C(=O)Cc1ccc(Cl)cc1Cl (stereo unspecified) | -5 | -0.1 | nt | nt | 0 | 11 | nt | -2.7 | -1
Cc1cc(=O)c(C(=O)Nc2ccc(N3CCOCC3)cc2N2CCOCC2)nn1-c1ccccc1Cl | -5 | -0.7 | 11 | 8 | 1 | 6 | 0.7 | -4.0 | -4

Next part
SMILES | PrPC surface inh | Mtb BioA inh | MazEF act | Rv3671c protease | Mtb FBA inh | GDH-TPI counter | Mtb UGM inh | FadD28 FP inh | BoNT-F LC inh
COC(=O)c1ccc(CC(=O)c2c(C)cc(O)cc2O)o1 | 1 | -3.8 | 6 | -12 | -5 | 21 | -0.5 | 0.9 | -8
Nc1ccc(Cl)cc1C(=O)c1ccc[nH]1 | -4 | 0.3 | 6 | nt | -2 | 12 | nt | -0.9 | -4
Cc1sc2nc(SCC(=O)Nc3cccc(S(N)(=O)=O)c3)[nH]c(=O)c2c1C | 3 | 1.1 | -3 | -2 | -3 | 2 | -0.7 | -5.4 | 5
OCC1(CO)COC(c2ccccc2)=N1 | -5 | nt | 7 | 4 | 1 | 12 | -3.1 | -1.9 | 2
Cc1ccc(N2C(=O)C3C4C=CC(CC4)C3C2=O)c([N+](=O)[O-])c1 (stereo unspecified) | 0 | -0.3 | 1 | -8 | -5 | -4 | 1.5 | -2.5 | -14
CCN(CC)S(=O)(=O)c1cc(C(=O)OCC(=O)NC(=O)c2cccn2C)ccc1C | -1 | -0.9 | 1 | -1 | -2 | 0 | -0.4 | 0.1 | -4
CN(C)c1ccc(/C=[N+](\[O-])C(C)(C)/C=N/O)cc1 | -2 | -0.7 | -7 | -1 | -4 | 1 | 1.2 | -0.3 | 1
O=S(=O)(NCC(c1ccco1)N1CCN(c2ccccc2F)CC1)c1ccc2c(c1)OCCO2 (stereo unspecified) | -1 | nt | 3 | -8 | -7 | 5 | 0.8 | -0.3 | -4
C=CC(COCc1ccccc1)N(Cc1ccccc1)S(=O)(=O)c1ccccc1Br (stereo unspecified) | -3 | -0.3 | -6 | -3 | 0 | 9 | 1.5 | -3.7 | -35
COc1ccc(S(=O)(=O)N2CCCCC2)cc1NC(=O)C1CC(=O)N(c2ccc3c(c2)OCCO3)C1 (stereo unspecified) | -5 | nt | 2 | 1 | 1 | 9 | 1.8 | -4.4 | 4
O=C(NCC(c1cccnc1)N1CCOCC1)Oc1ccccc1 (stereo unspecified) | -2 | -1.6 | 5 | -9 | -3 | -4 | 0.8 | -2.7 | -16
Cc1ccc(-c2csc(=Nc3cccnc3)n2CCCn2ccnc2)cc1C | 16 | nt | 3 | 5 | -1 | 7 | 0.3 | -0.9 | 4

Entries listed so far containing fluorine:
SMILES | PrPC surface inh | Mtb BioA inh | MazEF act | Rv3671c protease | Mtb FBA inh | GDH-TPI counter | Mtb UGM inh | FadD28 FP inh | BoNT-F LC inh
Cc1ccc(NC(=O)C(C)OC(=O)COc2cccc(C(F)(F)F)c2)cc1 (stereo unspecified) | 6 | -0.9 | 5 | -1 | -1 | -1 | 2.8 | -4.3 | 0
Cc1nc2ncnn2c(N2CCN(c3cccc(C(F)(F)F)c3)CC2)c1C | 20 | 1.5 | 0 | -12 | -1 | 7 | -2.7 | -7.0 | 1
O=C(N/N=C/c1ccc(N2CCOCC2)o1)c1cccc(F)c1 | -6 | nt | 6 | 0 | -3 | 2 | 2.1 | -0.7 | -3
CCOC(=O)C1=C(COC(=O)Cc2ccccc2F)NC(=O)NC1C (stereo unspecified) | -2 | -0.6 | -2 | -2 | 1 | -1 | -2.2 | -2.9 | -4
CC1(C(=O)Nc2ccc(F)cc2F)CCN1C(=O)Cc1ccc(Cl)cc1Cl (stereo unspecified) | -5 | -0.1 | nt | nt | 0 | 11 | nt | -2.7 | -1
O=C(CCCN1C(=O)c2cccnc2C1=O)Nc1ccccc1F | -6 | nt | -5 | -1 | -5 | 6 | -1.6 | -4.2 | -4
O=C(NCc1ccccc1CN1CCCC1)C1CCN(C(=O)c2ccc(F)cc2)CC1 | 4 | 1.4 | 0 | 5 | -3 | -2 | nt | -1.2 | -12
NS(=O)(=O)c1ccc(CCNC(=O)CNC(=O)c2ccc(F)cc2)cc1 | -3 | -0.9 | 8 | -5 | 1 | -4 | -6.4 | nt | -3
O=S(=O)(NCC(c1ccco1)N1CCN(c2ccccc2F)CC1)c1ccc2c(c1)OCCO2 (stereo unspecified) | -1 | nt | 3 | -8 | -7 | 5 | 0.8 | -0.3 | -4
